# Growth percent in the NCI-60 one-dose screen (48 h, 10 µM unless noted): 100 = growth as untreated, 0 = no growth, -100 = all killed.
# MDA-MB-468: MDA-MB-468 breast cancer. actives 8.5% (n = 78,000)
# K-562: K-562 leukemia. actives 7.4% (n = 78,000). AID 1794777
# MOLT-4: MOLT-4 leukemia cells | actives 6.9% (n = 80,000)
# SR: SR leukemia cells. actives 8.7% (n = 73,000). AID 1794780
# MDA-MB-435: MDA-MB-435 melanoma | actives 7.8% (n = 82,000) | AID 1794794
# MDA-MB-231: MDA-MB-231 breast cancer | actives 5% (n = 81,000)
# RPMI-8226: RPMI-8226 leukemia cells. actives 7.5% (n = 77,000). AID 1794781
# MCF7: MCF7 breast cancer | actives 6.3% (n = 82,000) | AID 1794796
# Starred values were filed as active, the others as inactive; x = no result given; & = joins results of further samples. The calls were made as follows: active = growth percent below 10; inactive = the rest.
SMILES,MDA-MB-468,K-562,MOLT-4,SR,MDA-MB-435,MDA-MB-231,RPMI-8226,MCF7
Cc1ccc2nc(-c3ccc(-c4nnc(SCc5ccccc5)o4)cc3)[nH]c2c1,79,63,85,31,62,71,69,64
Cc1nc(N)[nH]c(=O)c1CCCNc1ccc(CCC2(CCl)OCCO2)cc1,99,99,94,96,108,84,87,106
CC(=O)Nc1nnc2c3ccccc3n(C(C)=O)c2n1,114,113,122,x,118,102,91,99
Cn1c(-c2ccccc2)c(/C=C/C2=[N+](C)c3ccccc3C2(C)C)c2ccccc21,-16*,6.2*,-11*,9.3*,2.1*,16,-1.7*,4.6*
CS(=O)(=O)c1nccc(-c2c(-c3ccc(F)c(OCCc4ccccc4)c3)nc3sccn23)n1,-83*,x,x,x,104,89,55,4.8*
CCN1CCN(CCCN(C[C@H]2Cc3ccccc3CN2)[C@H]2CCCc3cccnc32)CC1,87,64,70,54,105,77,82,100
COc1cc2oc(-c3cccc(C(=O)Nc4ccncc4)c3)cc(=O)c2c(OC)c1OC,89,41,63,60,101,x,41,93
Cc1ccccc1NC(=O)n1c(=O)cc(C)c2ccc(O)cc21,105,114,108,124,108,90,103,109
CCn1cc(C(=O)N/N=C(\C)c2cccnc2)c(=O)c2ccc(C)nc21,101,97,89,91,86,88,89,80
Cc1nnc(SCc2nc3sc4c(c3c(=O)[nH]2)CCCC4)[nH]c1=O,x,83,64,42,102,117,101,104
Nc1ncnc2c1c(-c1ccc(Cl)cc1)nn2CC(=O)N1CCOCC1,102,103,103,101,109,111,106,95
CCSc1nc2c([nH]1)c(=O)n(C)c(=O)n2C,95,105,93,x,108,99,112,95
C/C=C/C=N/NC(=S)NCc1ccccc1,120,105,117,115,103,95,112,87
O=C=NS(=O)(=O)O[C@@H]1C(=O)N(c2cc3c4ccccc4ccc3c3ccccc23)[C@H]1c1ccc(F)cn1,103,75,74,75,101,98,86,81
CC(C)N1CCOC1c1ccccc1 (stereo not drawn),112,97,88,91,114,87,x,107
CC(=O)Nc1nc(OC(C)=O)c(Cc2ccc(C)cc2)s1,117,92,78,88,110,99,105,95
CCOC(=O)c1c(C)c(C(=O)OCC)n(C)c1C,x,103,87,88,101,86,x,127
Nc1nc(Nc2ccc(Cl)cc2)nn1S(=O)(=O)c1ccc(Oc2ccccc2)cc1,96,87,67,86,94,91,77,82
O=C(Cn1cc(CO)nn1)Nc1nc2ccccc2s1,101,95,104,100,100,100,107,98
COc1ccc(C2=NN(C(=O)c3cc(OC)c(OC)c(OC)c3)C(c3ccc(Cl)cc3)C2)cc1OC (stereo not drawn),9.8*,4.3*,9.1*,x,-43*,48,-18*,19
CS(=O)(=O)Nc1cc(-c2ccc3ncc(C#N)c(NCc4cccc(F)c4)c3c2)cnc1Cl,-38*,14,-11*,2.9*,5.2*,0.3*,-24*,0.8*
c1ccc2c(Cn3cc(CSc4nc5ccccc5o4)nn3)cccc2c1,128,98,100,102,99,97,116,100
O=C(O)c1ccc(-n2cc(CNc3cccc(Cl)c3)c(-c3ccc(F)cc3)n2)cc1,109,76,80,130,102,92,89,70
COc1cc(/C=C/C(=O)CC(=O)/C=C/c2ccc(OC(=O)C3C4CC5CC(C4)CC3C5)c(OC)c2)ccc1OC(=O)C1C2CC3CC(C2)CC1C3 (stereo not drawn),x,95,103,x,112,116,112,110
O=S(=O)(c1ccccc1)n1nccn1,92,106,101,99,101,100,x,99
SMILES,MDA-MB-468,K-562,MOLT-4,SR,MDA-MB-435,MDA-MB-231,RPMI-8226,MCF7
CCOC(=O)C(CCC(C)(C)C)(CCC(C)(C)C)C(=O)OCC,108,99,95,89,107,106,97,97
O=C(O)c1ccccc1C(=O)c1ccccc1,94,71,82,79,63,108,119,96
COC(=O)c1nc(=S)[nH]c(C(=O)OC)c1C(=O)c1ccc(Cl)c(Cl)c1,105,113,130,115,106,102,105,97
CC1(C)Oc2cc3oc(=O)ccc3cc2C[C@@H]1OCCNS(C)(=O)=O,99,104,107,110,100,100,104,102
O=C(Nc1nc2ccccc2s1)c1ccc(Br)cc1,38,64,74,80,89,93,64,42
Nc1cc(-c2ccccc2)nn1-c1cc(-c2ccccc2)no1,58,61,115,x,89,89,77,x
O=c1[nH]n(-c2ccc([N+](=O)[O-])cc2[N+](=O)[O-])c(=O)c2ccccc12,102,97,108,x,100,x,112,88
CC(=O)c1cnn(-c2cc(=O)[nH]c3ccccc23)c1C,98,98,97,97,111,97,91,100
O=c1c(OCc2cn(Cc3ccc(F)cc3)nn2)c(-c2ccc(O)cc2)oc2cc(OCc3cn(Cc4ccc(F)cc4)nn3)cc(O)c12,55,46,80,64,68,57,73,60
COc1cc(-c2c3c(nn2-c2ccc(N)cc2)CCc2cnoc2-3)cc(OC)c1OC,79,x,90,x,90,84,100,76
Oc1c(CN2CCCC2)cc(CSCc2ccccc2)c2cccnc12,-33*,11,-14*,-7.8*,21,26,7.6*,8.5*
O=C(NNc1ccccc1)Nc1ccccc1,104,98,102,98,103,100,94,90
N#CC1=C(N)Oc2c(sc3c(F)cccc23)C1c1ccc([N+](=O)[O-])cc1 (stereo not drawn),-42*,2.0*,-1.9*,5.1*,-29*,-66*,-9.4*,-18*
Cc1ccc(S(=O)(=O)n2ccc3c2CC[C@H]2C(=O)N(N(C)C)C(=O)[C@@H]32)cc1,96,85,80,99,99,99,80,94
Cc1ccccc1C(c1ccccc1)N(C)C (stereo not drawn),84,116,102,96,101,112,95,104
NNC(=O)c1nc(N)n(-c2ccc(S(N)(=O)=O)cc2)n1,108,96,105,88,98,89,91,102
O=C(Nc1cccc(F)c1)Nc1ccc(F)c(C(=O)c2c[nH]c3ncccc23)c1F,93,70,93,98,103,89,x,97
CC(=O)NCCCN1c2ccncc2Sc2ccncc21,x,91,101,x,110,85,108,113
Cc1[nH]c(/C=C/C(=O)c2ccc(C(F)(F)F)c(F)c2)c(C)c1C(=O)N1CCOCC1,83&86,78&83,85&86,76&88,92&98,93&101,70,91&95
COc1ccccc1Cn1cc(C#N)c(N)c1C(C)=O,103,103,102,113,109,105,104,108
COc1ccc(Cl)cc1Nc1nc(C(F)(F)F)ccc1C(=O)NN,x,56,24,1.9*,40,5.6*,4.7*,90
COC(=O)C1SCCCS1,102,113,103,114,91,110,110,94
O=C1NC(=S)S/C1=C\c1ccccc1C(=O)O,105,107,99,x,106,109,100,99
COc1ccc2nc(NC(=O)c3ccc(F)cc3)sc2c1,103,82,87,104,97,116,87,70
CC(=O)Nc1ccc2cnn(C(C)=O)c2c1,93,120,106,90,102,95,105,95

# Limited to MOLT-4, for 4 of the compounds above:
mol | MOLT-4
COc1cc(/C=C/C(=O)CC(=O)/C=C/c2ccc(OC(=O)C3C4CC5CC(C4)CC3C5)c(OC)c2)ccc1OC(=O)C1C2CC3CC(C2)CC1C3 (stereo not drawn) | 103
Cn1c(-c2ccccc2)c(/C=C/C2=[N+](C)c3ccccc3C2(C)C)c2ccccc21 | -11*
CC(=O)Nc1ccc2cnn(C(C)=O)c2c1 | 106
CC(=O)Nc1nnc2c3ccccc3n(C(C)=O)c2n1 | 122

# (more compounds)
SMILES,MDA-MB-468,K-562,MOLT-4,SR,MDA-MB-435,MDA-MB-231,RPMI-8226,MCF7
CCCn1c(=O)c2[nH]c(-c3ccc(OCc4nc5ccc(F)cc5[nH]4)cc3)nc2n(CCC)c1=O,-13*,35,25,12,48,-47*,17,8.8*
CC(=O)N1N=C(c2ccc(Cl)cc2)CC1c1ccc(Oc2ccc(Br)cc2)cc1 (stereo not drawn),59,55,53,70,87,83,58,68
C[N+](C)(C)C(=O)c1ccccc1,101,117,103,102,114,98,111,96
NCC(=O)NS(=O)(=O)OC[C@H]1O[C@@H](n2cnc3c(N)ncnc32)[C@H](O)[C@@H]1O,-34*,7.4*,1.1*,9.9*,-50*,2.6*,18,8.3*
CC(=O)Nc1ccccn1,90,111,100,114,116,118,103,93
Cc1cc(Nc2ccccc2Br)nc(N)n1,88,104,107,95,100,103,94,95
COc1ccc(CCc2ccc3ccccc3n2)cc1,105,x,x,x,103,102,89,99
C=C(C)[C@@H]1CC[C@]2(COC(C)=O)CC[C@]3(C)[C@H](CC[C@@H]4[C@@]5(C)CCCNC(C)(C)[C@@H]5CC[C@]43C)[C@@H]12,78,46,76,51,86,93,60,81
COc1ccc(C2CC(=O)c3c(O)cc(OC4OC(COC5OC(C)C(O)C(O)C5O)C(O)C(O)C4O)cc3O2)cc1O (stereo not drawn),97,167,113,130,102,111,123,95
COc1cc2oc(-c3cccc(NC(=O)[C@H](C)NC(=O)[C@H](C)NC(=O)OC(C)(C)C)c3)cc(=O)c2c(OC)c1OC,75,81,84,81,101,87,78,82
O=C(COc1ccc(/C=C2\C(=O)Nc3ccc(Cl)cc32)cc1)Nc1ccccc1,101,75,94,76,96,92,98,80
O=c1cc(C2CCCCC2)[nH]c(=O)[nH]1,99,110,100,107,110,97,113,100
CC1Cc2c(ncn3cnnc23)N(C)c2ccccc21 (stereo not drawn),100,98,96,x,105,95,96,92
Nc1ccc(SCc2cc3ccccc3[nH]c2=O)cc1,83,32,60,74,80,89,74,85
COc1cc(/C=N/NC(=S)Nc2ccc(C(F)(F)F)cc2)ccc1F,99,79,73,80,99,98,77,83
NCCCN(CCCN)CCCNCc1c2ccccc2c(CNCCCN(CCCN)CCCN)c2ccccc12,83,83,99,97,107,102,92,97
O=C(COc1cccc(/C=C2\Oc3ccc4ccccc4c3C2=O)c1)c1ccc(Cl)cc1,x,122,74,52,96,85,68,64
O=Cc1nccc2ccccc12,101,56,89,68,87,96,49,56
COc1ccc(-c2cnoc2-c2ccc(O)cc2O)cc1OC,110,92,72,x,95,70,83,97
O/N=C\c1ccnc2ccccc12,101,101,94,91,101,105,97,92
O=S(=O)(NCCNc1nccc(-c2c(-c3ccc(F)cc3)nc3sccn23)n1)c1ccc(I)cc1,80,77,71,71,64,88,84,40
C/C(=N\NC(=S)Nc1ccccc1)c1sc(Nc2cccc(O)c2)nc1C,94,x,x,42,94,89,99,84
COC(=O)c1c(C(=O)OC)c2n(CC(=O)Nc3cccc4cccnc34)c3ccccc3n2c1C(=O)c1ccc(C)cc1,99,91,93,122,x,88,x,93
CN(C)c1ccc(-c2nc3ccccc3s2)cc1,57,68,69,x,111,82,92,82
CN(C)CCN1C(=O)c2c(c3c4ccccc4n4c3c3c2c2ccccc2n3C2CC(O)C(O)C4(C)O2)C1=O (stereo not drawn),13,11,0.9*,5.6*,32,58,19,6.4*

# An excerpt of the results above, for reference:
SMILES,MDA-MB-468,K-562,MOLT-4,SR,MDA-MB-435,MDA-MB-231,RPMI-8226,MCF7
C/C(=N\NC(=S)Nc1ccccc1)c1sc(Nc2cccc(O)c2)nc1C,94,x,x,42,94,89,99,84
COC(=O)c1c(C(=O)OC)c2n(CC(=O)Nc3cccc4cccnc34)c3ccccc3n2c1C(=O)c1ccc(C)cc1,99,91,93,122,x,88,x,93
CN(C)c1ccc(-c2nc3ccccc3s2)cc1,57,68,69,x,111,82,92,82
CN(C)CCN1C(=O)c2c(c3c4ccccc4n4c3c3c2c2ccccc2n3C2CC(O)C(O)C4(C)O2)C1=O (stereo not drawn),13,11,0.9*,5.6*,32,58,19,6.4*

# Remaining list, next part.
SMILES,MDA-MB-468,K-562,MOLT-4,SR,MDA-MB-435,MDA-MB-231,RPMI-8226,MCF7
COC(=O)CCC[C@@H]1O[C@@H](c2ccccc2)[C@@H](I)[C@H]1O,95,115,108,113,103,117,107,98
CCOC(=O)/C(=C\c1cn(C(C)=O)c2ccccc12)P(C)(=O)OCC (stereo not drawn),91,107,100,91,106,84,96,79
CNC(=O)OCc1ncn(-c2ccccc2)c1COC(=O)NC,97,96,98,104,99,98,94,105
COc1cc(/C=C/C(=O)c2c(C)nc3ccccc3c2/C=C/c2ccc(C)cc2)cc(OC)c1OC,19,12,4.4*,x,11,17,-13*,17
CCN1C(=O)N(CC)C2C1NN=c1s/c(=C\c3ccco3)c(=O)n12 (stereo not drawn),14,11,32,17,-57*,43,x,12
N#CC(Cc1cccc2ccccc12)c1cc2ccccc2[nH]1 (stereo not drawn),93,87,78,99,102,81,72,83
